MITF TRPM1 inh – inhibitors of MITF-dependent TRPM1 promoter reporter, primary screen, cell-based, SK-MEL-5, single point, luciferase | SK-MEL-5 TRPM1 promoter luciferase, 24 h | inhibition, % at 12.5 µM | 0.83% of 330,000 active;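 active means mean inhibition across replicates of 60% or more, whatever share of single replicates reaches that level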; further: values of inactives mirror those of a sister screen read the other way
HTR2A ag – mouse Htr2a agonists via beta-arrestin recruitment, primary screen, cell-based, luminescence. 0.66% of 360,000 active. activation, % at 7.6 µM. 5-hydroxytryptamine receptor 2A (Mus musculus), P35363. CHO-K1 mHTR2A beta-arrestin complementation; percent of 30 µM serotonin response. AID 624169, 2012;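 active means activation above a run cutoff, the mean activation of all tested compounds plus 3 SD, cut at about 14% in these data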;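 further: 0% = plate median of compound wells and 100% = 30 µM serotonin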
Target sequence (P35363 whole entry, looked up): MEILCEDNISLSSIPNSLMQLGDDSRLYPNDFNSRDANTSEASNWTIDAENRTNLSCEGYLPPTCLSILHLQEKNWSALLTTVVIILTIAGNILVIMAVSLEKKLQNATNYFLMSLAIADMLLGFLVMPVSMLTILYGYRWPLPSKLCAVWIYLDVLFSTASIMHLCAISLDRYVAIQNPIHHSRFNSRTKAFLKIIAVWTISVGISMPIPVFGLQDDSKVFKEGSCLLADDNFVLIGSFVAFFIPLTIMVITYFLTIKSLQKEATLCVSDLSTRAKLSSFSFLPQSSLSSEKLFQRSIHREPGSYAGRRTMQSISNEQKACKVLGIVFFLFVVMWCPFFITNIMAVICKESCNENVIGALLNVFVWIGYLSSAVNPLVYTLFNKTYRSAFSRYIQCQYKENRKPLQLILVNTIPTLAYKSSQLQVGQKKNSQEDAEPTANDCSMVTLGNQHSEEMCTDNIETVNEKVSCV
iPSC survival up – enhancers of single-cell hiPSC survival, primary screen, ATPlite luminescence | 100% = ROCK inhibitor wells, 0% = DMSO | survival enhancement, % at 20 µM | 0.044% of 360,000 active | AID 602274, 2012; in the data active means survival enhancement above about 18%;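 further: cells exposed to compounds for 16 hours before the ATP read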
NR2E3 ag-1 – NR2E3 agonists in two-hybrid cells, primary screen, cell-based, luminescence, CHO-S, Gal4-NCOR/VP16-NR2E3; Photoreceptor-specific nuclear receptor (Homo sapiens), Q9Y5X4; luciferase; inhibition of corepressor binding, % at 3.98 µM; 0.35% of 360,000 active; AID 602229, 2012;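 active means inhibition above the mean of all tested compounds plus 3 SD, cut at about 70% in these data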;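 further: 0% = DMSO with NR2E3 transfected cells and 100% = cells lacking NR2E3 construct; higher means lower luciferase signal from less NR2E3 corepressor binding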
Target sequence (Q9Y5X4 whole entry, looked up, the tested form may be a part): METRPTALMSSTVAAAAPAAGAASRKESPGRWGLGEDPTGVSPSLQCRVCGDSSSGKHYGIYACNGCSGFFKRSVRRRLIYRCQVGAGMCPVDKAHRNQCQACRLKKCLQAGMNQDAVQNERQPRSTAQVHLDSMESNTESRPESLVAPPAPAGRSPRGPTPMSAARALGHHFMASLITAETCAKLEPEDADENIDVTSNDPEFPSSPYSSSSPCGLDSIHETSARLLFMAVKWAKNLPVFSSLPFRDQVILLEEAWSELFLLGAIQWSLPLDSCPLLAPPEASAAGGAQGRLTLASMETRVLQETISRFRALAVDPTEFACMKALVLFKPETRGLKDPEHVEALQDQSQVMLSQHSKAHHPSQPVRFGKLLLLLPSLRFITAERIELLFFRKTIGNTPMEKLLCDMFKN
PDI turbidity – inhibitors of human PDI, primary screen, biochemical, turbidity, single point, plate reader; 0.052% of 350,000 active; Protein disulfide-isomerase (Homo sapiens), P07237; PDI insulin aggregation turbidity, A650, 90 min; inhibition, % at 10 µM;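 active means mean inhibition across replicates of 30% or more, whatever share of single replicates reach that level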;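 further: absorbance from insulin aggregation driven by PDI reduction with DTT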
Cardio protect – cardioprotection against H2O2-induced cell death, primary screen, uHTS, H9c2 cells, ATPLite luminescence | H9c2 cardiomyocytes, H2O2 injury protection, 2 h | protection from H2O2 cell death, % at 20 µM | 0.63% of 360,000 active | AID 588492, 2011;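 active means compounds giving at least 50% protection of heart cells from peroxide-induced death in the single-dose screen, raw or plate-pattern-corrected value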;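 further: 0% = DMSO wells with peroxide and 100% = DMSO wells without peroxide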
HIF-2a inh – HIF-2a reporter inhibitors, primary screen, luminescence, 786-0 RCC cells; 786-0 RCC cells HIF-2a reporter, luciferase luminescence, overnight; inhibition, % at 18.8 µM; 0.72% of 360,000 active;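 active means inhibition of the luminescence signal of 40% or more relative to plate controls, in a single-dose primary screen at 18.75 µM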
Shn3 inh set2 – reduction of Shn3 3'UTR firefly luciferase signal, primary screen, Schnurri-3 inhibitor project, cell-based, Clone20 osteoblasts, set 2; Clone20 osteoblast Shn3 3'UTR firefly luciferase, 24 h; inhibition, % at 12.5 µM; 0.52% of 360,000 active;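 active means mean inhibition of at least 75% with every replicate also reaching 75%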;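 further: 0% = median of neutral control wells and 100% = pilot-screen positive control compound; some compounds past the cut are filed as inactive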
NR2E3 ag-2 – inhibitors of NR2E3-RetCOR corepressor binding, primary screen, NR2E3 agonist project, biochemical, TR-FRET, GST-NR2E3, biotin-RetCOR; AID 2300, 2010; inhibition of corepressor binding, % at 4.78 µM; 0.12% of 320,000 active; Photoreceptor-specific nuclear receptor (Homo sapiens), Q9Y5X4; 1536-well;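 active means percent inhibition above the cutoff of mean plus 3 SD of all tested compounds, set per screening campaign, cut at about 20% in these data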;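 further: 0% = DMSO wells and 100% = biotin wells as full block of FRET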
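Assay system: NR2E3–RetCOR corepressor complex. Quantity: 1.35 nM GST-NR2E3. Buffer or medium: pH 7.5 Tris-based buffer. Reagent: biotinylated RetCOR corepressor at 7 nM final. Schedule: 5 h at 4 °C. Detection: TR-FRET, emission read at 617 and 671 nm. Replicates: one well per compound, singlicate testing.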
CaV13 FRET inh – Disruptors of the CACNA1D IQ motif to Ca2+-dependent inactivation inhibitor domain association, primary screening, Förster resonance energy transfer in intact living … | HEK cells, CFP/YFP FRET ICDI-IQ, plate reader, 10 min; percent FRET-ratio fall versus neutral wells | 0.098% of 340,000 active | inhibition, % at 12.3 µM | AID 743397;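 active means mean replicate inhibition of at least 30% and at least 1% of replicates passing that level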;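 further: 0% = median of the neutral control wells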
Peg3 promoter – Peg3 promoter-driven luciferase inhibitors, primary screen, cell-based, HeLa, luciferase luminescence; HeLa PEG-Prom luciferase reporter, overnight; 1.7% of 360,000 active; inhibition, % at 20 µM;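 active means inhibition of at least 50% at 20 µM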
The depositor's hits bear a star; nt = no result given.

mol	MITF TRPM1 inh	HTR2A ag	iPSC survival up	NR2E3 ag-1	PDI turbidity	Cardio protect	HIF-2a inh	Shn3 inh set2	NR2E3 ag-2	CaV13 FRET inh	Peg3 promoter
COc1ccc(-c2csc(NC(=O)C3CSC4(C)CCC(=O)N34)n2)cc1 (centres undefined)	7	1	-2.4	-16	-16	5	-3	-19	1	-5	10
COc1ccc(N2CC(C(=O)Nc3ccccc3N3CCCC3)CC2=O)c(OC)c1 (centres undefined)	27	4	0.5	-16	-11	-1	1	-10	-2	-7	1
CCc1nc2ccc(C(=O)NCCCN(C)C)cn2c1N(C)CCCc1ccccc1	nt	-10	-2.4	1	-4	-9	0	-19	nt	-1	53*
O=C(COC(=O)CNS(=O)(=O)c1ccc(Br)cc1Cl)Nc1ccc(N2CCOCC2)cc1	-3	7	-0.5	29	-6	-10	-2	20	-1	-5	12
NC(=O)c1c(NC(=O)CCCC(=O)O)sc2c1CCCCCC2	7	4	5.5	27	-1	-6	17	13	-1	-6	2
Cc1ccc(C(=O)O/N=C(\c2ccccc2)c2cccnc2)cc1	2	-7	1.9	-2	1	-1	19	6	-3	-18	-4
O=C(Nc1ccc(F)cc1F)c1csc(-c2cccs2)n1	-39	4	-0.4	12	3	-13	-280	-78	3	1	-268
Cc1cc(C)n2c(NC3CCCC3)c(-c3cccnc3)nc2n1	nt	1	1.4	1	nt	nt	6	nt	nt	-10	nt
O=C(Nc1c(C(=O)O)[nH]c2ccc(F)cc12)c1cccc(C(F)(F)F)c1	7	0	-0.1	-7	-8	-12	9	-2	0	-5	4
O=C(Nc1ccc(Cl)c(C(F)(F)F)c1)C1CCCN(S(=O)(=O)c2cnc[nH]2)C1 (centres undefined)	-4	-1	2.3	-4	-3	-9	30	7	0	-5	18
Cc1ccc(C(=O)Nc2ccccc2-c2ccccc2)o1	-5	13	4.7	-25	13	6	-29	-16	2	nt	-6
CC(CCc1ccccc1)NS(=O)(=O)c1ccccc1Cl (centres undefined)	-13	-4	0.3	-37	-4	1	13	13	1	-7	18

Reprinted from the listing, 2 compounds:
mol	MITF TRPM1 inh	HTR2A ag	iPSC survival up	NR2E3 ag-1	PDI turbidity	Cardio protect	HIF-2a inh	Shn3 inh set2	NR2E3 ag-2	CaV13 FRET inh	Peg3 promoter
COc1ccc(-c2csc(NC(=O)C3CSC4(C)CCC(=O)N34)n2)cc1 (centres undefined)	7	1	-2.4	-16	-16	5	-3	-19	1	-5	10
COc1ccc(N2CC(C(=O)Nc3ccccc3N3CCCC3)CC2=O)c(OC)c1 (centres undefined)	27	4	0.5	-16	-11	-1	1	-10	-2	-7	1

Later entries.
mol	MITF TRPM1 inh	HTR2A ag	iPSC survival up	NR2E3 ag-1	PDI turbidity	Cardio protect	HIF-2a inh	Shn3 inh set2	NR2E3 ag-2	CaV13 FRET inh	Peg3 promoter
Oc1ccc(/C=N/Nc2nc(-c3ccc(Cl)cc3)cc(C(F)(F)F)n2)cc1	0	-4	1.2	-17	-1	-8	-140	-13	1	-6	31
FC(F)(F)c1nc2nccnc2[nH]1	nt	3	4.3	-17	1	1	2	-5	nt	-5	12
CC(=O)n1cc([C@@H]2C=C(C(=O)NCc3ccccc3)O[C@H](OCCCCO)C2)c2ccccc21	8	-3	1.6	-18	-4	4	19	1	4	-5	-6
CCC(C)Sc1nc(O)c(Cc2ccccc2)c(=O)[nH]1 (centres undefined)	3	-1	-0.8	-2	0	18	14	-8	1	-5	18
O=C(CC(c1ccccc1)c1cc(Br)ccc1O)NCCN1CCOCC1 (centres undefined)	7	2	-1.8	-21	-2	-4	10	9	-1	nt	12
CCN(C(=O)COC(=O)CCC(=O)c1ccc(C)cc1)c1c(N)n(Cc2ccccc2)c(=O)[nH]c1=O	-4	2	1.1	-4	-2	3	7	-18	nt	-5	7
Cc1ccc(C)c(NC(=O)Nc2ccc3c(c2)OCO3)c1	-40	-5	0.3	-34	-9	3	-116	-52	3	-6	-129
CC(C)=CCn1c2ccc(NC(=S)NC3CC3)cc2c(=O)n1C	nt	-3	-0.7	-8	-10	-6	7	-8	nt	-2	4
CCN(CC)c1ccc(C2C3CCCCC3(O)CCN2CC(=O)Nc2ccccc2)cc1 (centres undefined)	4	-2	-1.5	-6	19	11	6	-7	3	-5	16
Cc1cccc2c3nc4ccccc4nc3n(C)c12	-69	-1	-0.9	-136	-6	6	-161	-78	0	-4	-179
O=c1cc(-c2ccccc2)cc(-c2ccccc2)n1CCO	-6	1	-0.6	-5	-5	1	12	1	3	-4	2
CCOC(=O)C1(Cc2cccc(OC)c2)CCN(Cc2ccccc2)CC1	2	0	0.1	-6	5	-6	16	51	-4	-5	10
C[C@H]1CCC[C@]2(C)C[C@H]3OC(=O)C(CN4CCCCCC4)[C@H]3C=C12 (some centres undefined)	78*	1	1.2	-15	-11	2	-5	-93	-1	-4	6
N#Cc1cc2c(nc1SCC(=O)N1CCCCC1)CCCC2	-5	5	1.7	-15	0	5	-45	5	2	-4	-23
O=C(O)C(c1ccccc1)C(O)C1CC=CCC1 (centres undefined)	1	4	2.0	-2	-7	1	5	2	nt	-6	3
CCn1c(SCC#N)nc2cc(S(=O)(=O)N3CCOCC3)ccc21	9	9	-0.2	15	-1	-2	7	-9	2	-8	0
Cc1ccc(N(Cc2cc3cc(C)ccc3[nH]c2=O)C(=O)c2cccs2)cc1	-4	3	-0.1	2	-3	-5	20	19	0	-5	18
CCOC(=O)C1=C(C)Nc2nc(SC)nn2C1c1ccc(C(=O)OC)cc1 (centres undefined)	-1	4	1.2	5	-2	2	9	-1	4	nt	5
CCCOC(=O)c1ccc(NC(=O)C2C3C=CC(O3)C2C(=O)O)cc1 (centres undefined)	-14	-3	-1.5	-13	-1	-2	4	-7	0	-5	-19
CC(=O)c1ccc(NC(=O)C(C)N(C)CC(=O)Nc2cccc(F)c2)cc1 (centres undefined)	-11	1	-0.4	-7	-1	2	9	-2	-3	-3	4
O=C(CSC1=NS(=O)(=O)c2cc(Cl)ccc2N1)c1ccc(Cl)cc1	-1	-3	1.0	2	-9	-10	0	-6	-1	-5	19
COC(=O)[C@@]1(Sc2ccc(C)cc2)CC(=O)N(C(=O)/C=C/c2ccccc2)[C@@H]1c1ccccc1	nt	-1	0.5	-39	nt	nt	5	nt	nt	-3	nt
CC1CN(c2cc(=O)n(Cc3ccc(F)cc3)c(=O)[nH]2)CC(C)O1 (centres undefined)	11	6	1.3	-14	nt	5	8	-14	0	-4	6
O=C(O)c1ccc(N/N=C/c2ccc(C(F)(F)F)cc2)cc1	68*	-3	-0.6	-20	-6	-8	45*	21	-1	-5	66*
Cc1cc(NC(=O)c2c(Cl)cnn2C)no1	-10	10	1.0	-22	-1	-12	17	9	-3	nt	5
CCC(=O)NC(=S)Nc1ccc(OC)cc1OC	1	-4	-0.7	-27	3	-2	-39	-20	-4	-4	-25
Cc1ccc(Oc2cc(NC(=O)CCCn3nc(C)c([N+](=O)[O-])c3C)cc([N+](=O)[O-])c2)cc1	-8	-7	1.8	-23	4	4	5	1	-2	-5	15
S=C(NCC1CCCO1)N1CCN(c2nc(-c3ccccc3)cs2)CC1 (centres undefined)	-3	-6	1.1	16	-1	-20	-43	49	3	-5	-2
CCn1cc(C(=O)NC2CCCCC2)c(=O)c2ccc(C)nc21	7	0	6.3	-3	4	11	9	11	-1	-2	13
C=CCNC(=S)NNC(=O)C(CCCC)CC(O)COCC(C)C (centres undefined)	1	1	1.7	6	11	-3	12	nt	-5	-4	-2

Structures above that have a COOH group, in the order listed:
mol	MITF TRPM1 inh	HTR2A ag	iPSC survival up	NR2E3 ag-1	PDI turbidity	Cardio protect	HIF-2a inh	Shn3 inh set2	NR2E3 ag-2	CaV13 FRET inh	Peg3 promoter
NC(=O)c1c(NC(=O)CCCC(=O)O)sc2c1CCCCCC2	7	4	5.5	27	-1	-6	17	13	-1	-6	2
O=C(Nc1c(C(=O)O)[nH]c2ccc(F)cc12)c1cccc(C(F)(F)F)c1	7	0	-0.1	-7	-8	-12	9	-2	0	-5	4
O=C(O)C(c1ccccc1)C(O)C1CC=CCC1 (centres undefined)	1	4	2.0	-2	-7	1	5	2	nt	-6	3
CCCOC(=O)c1ccc(NC(=O)C2C3C=CC(O3)C2C(=O)O)cc1 (centres undefined)	-14	-3	-1.5	-13	-1	-2	4	-7	0	-5	-19
O=C(O)c1ccc(N/N=C/c2ccc(C(F)(F)F)cc2)cc1	68*	-3	-0.6	-20	-6	-8	45*	21	-1	-5	66*
